# Assay outcomes: PubChem, National Center for Advancing Translational Sciences (NCATS)
# Nrf2 activator: activates Nrf2 signaling | AREc32 ARE-luciferase reporter (MCF7-derived line), luminescence, 24 h | Potency, µM (series often up to 46.1 µM), for inactives: at the top dose activation, usual class: activators | 410,000 compounds, 0.31% hits | AID 624171; note: potency is the fitted concentration of half-maximal effect; % of control where 0% means no effect; nearly all actives have a fitted effect of over 65% in size
#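 Steps: seed AREc32_Fluc cells (1000/well, 5% FBS OPTI-MEM); incubate overnight at 37 deg C; add 23 nL compound; incubate 24 hr; add Steady-Glo; hold 30 min RT; read luminescence.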
# HepG2 viability: counter-screen for TGF-b inhibitors: cytotoxicity in HepG2 cells; AID 588856; HepG2 CAGA-GFP viability, ATP luminescence, 18 h; 410,000 compounds, 0.76% hits; Potency, µM (highest dose often 46.1 µM), for inactives: top-dose activity change, negative = cytotoxicity, hits mostly cytotoxic; note: potency is the fitted concentration of half-maximal effect; some results filed as inactive show a strong effect at the top dose
#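 CellTiter-Glo luminescence gave cytotoxicity after 18 hours at 37 degrees C. The cells were HepG2 CAGA-GFP in 1% FBS DMEM, stimulated with 500 pg/mL TGF-beta after compound addition. %Activity was normalised to no-cell wells (complete cell-killing) and DMSO (no toxicity), and curves were fitted and classified.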
# IL2 activator: IL-2 activation. IL-2 activation reporter assay, cell-based qHTS; stimulated with anti-CD3/CD4/CD28 beads; in transgenic mouse T cells. activation, % (series mostly up to about 46 µM). 360,000 compounds, 0.065% hits. AID 652025; in the data active = activation above about 50%; inconclusive = mostly about 30% to 49%; note: 0% is about no effect
#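 Unstimulated transgenic mouse T cells preincubated 60 min with compound, then stimulated with anti-CD3/anti-CD4-coated beads plus anti-CD28 for 18 h at 37 degrees C. IL-2 response read as EGFP and DsRed fluorescence by plate cytometry.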
# Nrf2 block: blocks Nrf2 signaling | A549 ARE-Fluc reporter, luciferase luminescence, 18-24 h | Potency, µM (doses to about 46 µM), without a hit: top-dose activity change, negative = inhibition, hits mostly inhibitors | 360,000 compounds, 2.1% hits | AID 504444; note: potency is the fitted concentration of half-maximal effect; % is set by controls: 0 for no effect and ±100 for the full control effect; nearly all actives have a fitted effect of over 60% in size
#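 Nrf2 activity is the BugLite luminescence, read 15 min after reagent at room temperature, following CellTiter-Fluor cytotoxicity readout (30 min, 37C). Compound titrations were applied for 18-24 h to 5000 A549 ARE_Fluc cells/well in 5% FBS OPTI-MEM.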
# S2 tox: reduces viability in counter-screen for ATXN expression inhibitors | S2 cells (HEK-293 line with an ATXN2-luciferase reporter) viability, CellTiter-Fluor protease fluorescence, 24 h | Potency, µM (highest dose often 56.7 µM), actives largely listed as cytotoxic | 400,000 compounds, 0.49% hits | AID 651635; note: potency is the fitted concentration of half-maximal effect; nearly all actives have a fitted effect of over 40% in size
# TGFb SMAD3 inh: blocks TGF-b signaling | HepG2 CAGA-GFP TGF-b/SMAD3 reporter, GFP fluorescence, 18 h; TGF-beta stimulated, 500 pg/mL final | Potency, µM (doses to about 46.1 µM), for the others: at the top dose activity, negative = inhibition, usual class: inhibitors | 410,000 compounds, 1.2% hits | AID 588855; note: potency is the fitted concentration of half-maximal effect; % is set by controls: 0 for no effect and ±100 for the full control effect; nearly all actives have a fitted effect of over 65% in size
#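 Smad-responsive CAGA-GFP expression was quantified in HEPG2 cells exposed to compounds and 500 pg/mL final TGF-beta for 18 h at 37 degrees C; unstimulated wells defined full inhibition.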
# EPAC2 ag: EPAC2 (human) agonism; EPAC2 activation, biochemical qHTS; response scale: 100% = 6.5 mM cAMP response; 360,000 compounds, 0.079% hits; Potency, µM (top dose mostly 154 µM), for inactives: at the top dose activation, most hits filed as activators; note: potency is the fitted concentration of half-maximal effect; nearly all actives have a fitted effect of over 50% in size
# Target sequence (Q8WZA2 whole entry, looked up): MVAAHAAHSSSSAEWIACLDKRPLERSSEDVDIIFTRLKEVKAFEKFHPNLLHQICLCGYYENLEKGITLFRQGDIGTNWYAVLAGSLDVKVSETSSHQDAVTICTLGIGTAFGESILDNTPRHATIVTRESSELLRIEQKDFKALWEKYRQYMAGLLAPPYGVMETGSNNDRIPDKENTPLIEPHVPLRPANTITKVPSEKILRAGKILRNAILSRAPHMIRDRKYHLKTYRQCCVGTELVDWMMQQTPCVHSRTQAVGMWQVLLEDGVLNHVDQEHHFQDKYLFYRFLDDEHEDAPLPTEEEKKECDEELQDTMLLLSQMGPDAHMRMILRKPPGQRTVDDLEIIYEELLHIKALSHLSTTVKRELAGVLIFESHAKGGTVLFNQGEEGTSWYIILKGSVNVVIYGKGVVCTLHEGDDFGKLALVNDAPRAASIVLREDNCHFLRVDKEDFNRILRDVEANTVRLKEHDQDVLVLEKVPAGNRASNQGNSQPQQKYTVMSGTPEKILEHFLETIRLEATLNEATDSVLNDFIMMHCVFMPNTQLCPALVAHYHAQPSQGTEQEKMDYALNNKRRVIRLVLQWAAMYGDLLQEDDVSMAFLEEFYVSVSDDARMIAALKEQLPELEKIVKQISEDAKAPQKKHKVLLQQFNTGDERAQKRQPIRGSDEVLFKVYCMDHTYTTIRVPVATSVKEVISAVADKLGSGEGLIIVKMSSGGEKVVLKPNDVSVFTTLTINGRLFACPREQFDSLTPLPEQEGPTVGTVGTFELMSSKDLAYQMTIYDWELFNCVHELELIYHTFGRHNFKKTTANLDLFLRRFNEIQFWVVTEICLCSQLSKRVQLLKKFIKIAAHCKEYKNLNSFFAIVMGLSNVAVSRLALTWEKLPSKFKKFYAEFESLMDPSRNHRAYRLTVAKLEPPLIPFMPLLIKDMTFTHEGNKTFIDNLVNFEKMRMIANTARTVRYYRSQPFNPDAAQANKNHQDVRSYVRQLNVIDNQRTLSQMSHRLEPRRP
#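 Compounds were added across a concentration range to EPAC2 (100 nM), RAP1B-BODIPY-GDP (250 nM) and GDP (50 uM). After 5 min at room temperature, fluorescence was recorded at 5-min intervals for 30 min.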
# ATXN2 expr inh: inhibitors of ATXN2 expression | HEK-293 ATXN2-luciferase reporter, luminescence, 24 h | Potency, µM (top dose mostly 57 µM), for inactives: at the top dose activity change, negative = inhibition, hits mostly inhibitors | 360,000 compounds, 0.72% hits | AID 1745845; note: potency is the fitted concentration of half-maximal effect; % is set by controls: 0 for no effect and ±100 for the full control effect; nearly all actives have a fitted effect of over 55% in size
#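 ATXN2-luciferase reporter cells (luciferase flanked by upstream and downstream ATXN2 gene portions) were treated 24 h at 37 °C with compounds at up to 57 uM. SteadyGlo luminescence gave expression; GF-AFC fluorescence gave viability.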
# A549 viability: counter-screen for Nrf2 inhibitors: cytotoxicity in A549 cells; Potency, µM (highest dose often 46 µM), for the others: at the highest dose activity change, negative = cytotoxicity, actives largely listed as inhibitors; 390,000 compounds, 0.16% hits; A549 ARE-Fluc cells, CellTiter-Fluor viability, 18-24 h; note: potency is the fitted concentration of half-maximal effect; % is set by controls: 0 for no effect and ±100 for the full control effect
#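 A549 ARE-Fluc cells in 5% FBS OPTI-MEM, 5000 cells/well, rested 2 h then exposed to compounds in concentration-response for 18-24 h at 37 °C. Viability by CellTiter-Fluor fluorescence (Ex 405/Em 525) after 30 min; luciferase luminescence (BugLite, 15 min, RT) read afterwards.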
# The depositor's hits bear a star; i = inactive; ? = inconclusive; . = no result given; [ ] = dose if it differs, or a comment. Unless noted, calls come from the whole dose curve; as a rule, active = well fitted curve in the direction sought with a large enough effect; inconclusive = small, poorly fitted or top-dose-only effect, or another doubt; inactive = no such curve, though single readings can be large; an effect the other way counts as inactive or inconclusive.
SMILES,Nrf2 activator,HepG2 viability,IL2 activator,Nrf2 block,S2 tox,TGFb SMAD3 inh,EPAC2 ag,ATXN2 expr inh,A549 viability
CC(=O)NNc1nc(-c2ccc(C)cc2)cs1,3.5%,1%,-0.3,-10%,i,2%,11%,-13%,7%
Cc1cc(=O)oc2c(C)c(OC(C)C(=O)N3CC[C@@]4(O)CCCC[C@H]4C3)ccc12 (some centres not stated),4.0%,1%,0.5,-28%,i,15%,-4%,6%,1%
COc1ccc(S(=O)(=O)NNC(=O)c2cccs2)cc1,3.9%,3%,3.5,?,i,2%,1%,4%[11.3 µM],5%
N#CC(C#N)=CC1=C2OC(c3ccccc3)=CC(c3ccccc3)=C2CCC1,0.1%,-1%,2.6,-3%,i,23%,3%,-14%,3%
Cc1cccc(CSc2nc3ccncc3n2CC(=O)N(C)C2CCCCC2)c1,2.8%,-7%,.,3%,.,1%,.,.,9%
COc1ccc(OC)c(CNC(=O)CCN2C(=O)COc3ccccc32)c1,-0.3%,-5%,-3.0,4%,i,1%,1%,5%,17%
Cc1cccc(C)c1NC(=O)C1CSC2(C)CCC(=O)N12 (configuration not stated),1.7%,16%,-0.2,-4%,i,-5%,0%,0%,1%
CCOc1ccc(C(=O)NC(=S)Nc2ncccc2C)cc1[N+](=O)[O-],2.6%,-7%,0.5,2%,i,-20%,-4%,9%,13%
COc1cc(NC(=O)CCCc2c[nH]c3ccccc23)cc(OC)c1,2.0%,-31%,0.2,?,i,-16%,17%,.,-2%
N#CNC1=NCN(CCc2ccccc2)CN1,-0.2%,-3%,0.2,-12%,i,-28%,1%,6%,-6%

# Six of these compounds, set out differently.
# Screens in order: Nrf2 activator	HepG2 viability	IL2 activator	Nrf2 block	S2 tox	TGFb SMAD3 inh	EPAC2 ag	ATXN2 expr inh	A549 viability
Cc1cccc(CSc2nc3ccncc3n2CC(=O)N(C)C2CCCCC2)c1
    2.8%	-7%	.	3%	.	1%	.	.	9%
COc1ccc(OC)c(CNC(=O)CCN2C(=O)COc3ccccc32)c1
    -0.3%	-5%	-3.0	4%	i	1%	1%	5%	17%
Cc1cccc(C)c1NC(=O)C1CSC2(C)CCC(=O)N12 (configuration not stated)
    1.7%	16%	-0.2	-4%	i	-5%	0%	0%	1%
CCOc1ccc(C(=O)NC(=S)Nc2ncccc2C)cc1[N+](=O)[O-]
    2.6%	-7%	0.5	2%	i	-20%	-4%	9%	13%
COc1cc(NC(=O)CCCc2c[nH]c3ccccc23)cc(OC)c1
    2.0%	-31%	0.2	?	i	-16%	17%	.	-2%
N#CNC1=NCN(CCc2ccccc2)CN1
    -0.2%	-3%	0.2	-12%	i	-28%	1%	6%	-6%

# More compounds:
SMILES,Nrf2 activator,HepG2 viability,IL2 activator,Nrf2 block,S2 tox,TGFb SMAD3 inh,EPAC2 ag,ATXN2 expr inh,A549 viability
CCOC(=O)C(NCCOC)(NC(C)=O)C(F)(F)F (configuration not stated),0.1%,14%,-1.7,1%,i,18%,5%,-11%,2%
CCOC(=O)c1c(C)nc2sc(C(=O)Nc3ccccc3)c(N)c2c1-c1ccc(OC)cc1,-0.2%,-7%,-0.3,?,.,-5%,-1%,-10%,1%
CCOc1cccc(N)c1,3.8%,-1%,0.8,5%,i,-2%,5%,9%,-4%
CCOC(=O)Cn1cc(/C=C(/C#N)C(=O)NC(C)C)c2ccccc21,0.1%,3%,0.6,6%,i,13%,4%,4%,-10%
COc1ccccc1CNS(=O)(=O)c1ccc2c(c1)N(C(C)=O)CCO2,0.7%,-17%,-0.8,1%,i,7%,0%,-11%,8%
COc1ccc(N2CCN(CCNC(=O)C3CC(=O)N(C4CCCC4)C3)CC2)cc1 (configuration not stated),-0.2%,-6%,-1.6,7%,i,-1%,5%,-8%,9%
Cc1ccc(NC(=O)Cn2nnc(-c3ccccc3NC(=O)c3cccs3)n2)cc1,-0.6%,-5%,-1.5,?,?,-6%,-18%,-30%,?
CCCCN(CC)c1nc(-c2ccccc2F)nc2ccccc12,0.6%,5%,.,.,i,0%,.,-5%,4%
O=C(CCN1C(=O)S/C(=C/c2ccc(F)cc2)C1=O)Nc1ccc(O)c(C(=O)O)c1,0.0%,-29%,0.4,-1%,i,6%,13%,.,1%
CCN(CC(=O)NC(C)(C)C)C(=O)CN1c2cccc3cccc(c23)S1(=O)=O,-0.6%,4%,-0.1,-1%,i,11%,0%,-22%,7%
O=S(=O)(NCc1ccc(Cl)cc1)c1cnc[nH]1,-0.1%,-12%,-1.8,-19%,i,1%,-2%,-10%,-7%
COc1ccccc1CC(NC(C)=O)C(=O)NC1CCN(C(=O)Nc2ccccc2Cl)CC1 (configuration not stated),3.1%,12%,0.6,10%,i,3%,0%,.,2%
CCOC(=O)c1sc2nc3c(cc2c1N)COC(C(C)C)C3 (configuration not stated),0.2%,0%,-1.3,?,i,-5%,-4%,-2%,-10%
COc1ccc(C(=O)N/C(=C/c2cccs2)c2nc3ccccc3[nH]2)cc1OC,3.0%,-15%,-0.4,16%,?,-18%,2%,.,-4%
Cc1[nH]c2ccc(C(=O)N3CCC(C(N)=O)CC3)cc2c1C,0.6%,-2%,0.0,?,?,8%,8%,15%,0%
CC(C)(C)NC(=O)C(c1ccc(O)cc1)N(Cc1ccco1)C(=O)CCC(=O)Nc1ccccn1 (configuration not stated),-0.6%,9%,-0.2,?,i,2%,-4%,17%,-6%
COc1ccc(C(=O)NCC(=O)NCc2cc(=O)n(C)c(=O)n2C)cc1,0.4%,-44%,-3.7,-7%,i,-13%,17%,-14%,0%
COc1cccc(CN(C)C(=O)c2cc(COc3ccc(-n4cncn4)cc3)on2)c1,-0.4%,-8%,-5.8,?,i,-26%,8%,?,-9%
COCCNC(=O)c1cc2c(=O)n3cccc(C)c3nc2n1C,-1.3%,-34%,0.2,-6%,i,-28%,6%,-5%,3%
COc1ccc(OCCSc2nnc(CCNC(=O)c3ccc(Cl)c(Cl)c3)n2C)cc1,4.3%,-19%,-2.5,.,i,-19%,2%,-20%,0%

# Complete entries, looked up by structure:
# Profile of COCCNC(=O)c1cc2c(=O)n3cccc(C)c3nc2n1C → Nrf2 activator: -1.3%; HepG2 viability: -34%; IL2 activator: 0.2; Nrf2 block: -6%; S2 tox: i; TGFb SMAD3 inh: -28%; EPAC2 ag: 6%; ATXN2 expr inh: -5%; A549 viability: 3%
# Profile of CC(C)(C)NC(=O)C(c1ccc(O)cc1)N(Cc1ccco1)C(=O)CCC(=O)Nc1ccccn1 (configuration not stated) → Nrf2 activator: -0.6%; HepG2 viability: 9%; IL2 activator: -0.2; Nrf2 block: ?; S2 tox: i; TGFb SMAD3 inh: 2%; EPAC2 ag: -4%; ATXN2 expr inh: 17%; A549 viability: -6%

# Following part.
SMILES,Nrf2 activator,HepG2 viability,IL2 activator,Nrf2 block,S2 tox,TGFb SMAD3 inh,EPAC2 ag,ATXN2 expr inh,A549 viability
COc1ccc(N2CC(C(=O)Nc3ccc(S(=O)(=O)Nc4nc(C)cc(C)n4)cc3)CC2=O)cc1 (configuration not stated),-0.7%,-1%,-0.5,9%,i,-3%,2%,6%,2%
C[C@@H]1CN([C@@H](C)CO)C(=O)CCCn2nncc2CO[C@@H]1CN(C)S(=O)(=O)c1cccs1,-0.7%,8%,-1.9,.,?,-1%,2%,-12%,.
Cc1nc(N2CCN(Cc3ccccc3)CC2)nc2c1C(=O)CC(c1ccco1)C2 (configuration not stated),-0.5%,3%,-3.3,?,i,-11%,14%,-15%,-4%
Cc1ccc(C)c(NC(=O)C(CC(=O)O)C2CCCO2)c1 (configuration not stated),-0.9%,1%,-0.5,-1%,?,13%,0%,.,-3%
CC(C)NC(=O)C1(C)CCN1C(=O)c1ccccc1F (configuration not stated),-1.3%,-1%,-0.4,.,i,-1%,12%,6%,.
O=C1CN(C(=O)c2cc3ccccc3oc2=O)C(c2ccccc2)c2cc(F)ccc2N1 (configuration not stated),-1.4%,-4%,-2.7,4%,i,3%,1%,0%,3%
CCN(CCO)CC1CCCC2CCCCC21 (configuration not stated),0.0%,.,-0.2,.,i,.,5%,4%,.
CCc1ccccc1NC(=O)CSc1nnc([C@@H](NC(=O)OC(C)(C)C)C(C)CC)o1 (some centres not stated),-0.1%,0%,0.7,15%,i,-14%,-2%,5%,-5%
O=S1(=O)CCN(Cc2cccc(Cl)c2)CC1,-0.4%,-3%,-0.7,.,i,-12%,-7%,3%,-1%
CNC(=S)N/N=C(\C)c1ccccc1,3.2%,53%,-0.5,0%,i,?,6%,32%,0%
CCOC(=O)c1c(S(=O)(=O)NCC(=O)Nc2ccc(C)c(N(C)C)c2)c(C)n(C)c1C,0.7%,-13%,.,.,i,-21%,.,5%,-2%
COc1ccc(-c2cc(C(=O)N(C)Cc3ccccc3)no2)cc1OC,0.5%,-19%,-1.8,-3%,i,0%,16%,6%,-11%
